Screens (PubChem BioAssay)
SDO1 yeast rescue: compounds rescuing growth of sdo1-depleted yeast, bone marrow failure model; 140,000 compounds, 0.21% hits; z-score at 10 µM; S. cerevisiae sdo1-depleted JHY4D growth rescue, OD600 30 h; stronger effect = higher value; pdr5 snq2 efflux-pump mutant strain;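 active = z-score above 3 at both the 24 hr and the 30 hr optical density reads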;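 note: z-score against mean and SD of all compound wells on the same plate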
INS promoter inh: TRM-6 insulin promoter activity inhibition; 130,000 compounds, 0.9% hits; inhibition, % at 2 µM; TRM-6 cells (human fetal islet line), insulin promoter-eGFP reporter, imaging; reporter expression induced with tamoxifen; AID 1273;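 active = inhibition above the mean plus 3 SD, with well images judged a real hit on visual review, cut at about 60% in these data, passing the limit was not always enough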
SDO1 yeast rescue Rescue 24 h: second read-out of SDO1 yeast rescue, no call of its own (marks repeat the call); z-score; S. cerevisiae sdo1-depleted JHY4D growth rescue, OD600; measured here: growth rescue at 24 h;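 0 is the plate mean of compound wells and units are plate SD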
* marks the source's active call; other numbers are inactive results; . = no result given. Some of the compounds tested, so the mix of outcomes need not match the whole.

Values run as follows: SDO1 yeast rescue	SDO1 yeast rescue Rescue 24 h	INS promoter inh
1: Cc1ccc(CS(=O)(=O)CCC(=O)NCc2cccs2)cc1
    -0.02	-0.33	-3.1
2: COc1cc(C(=O)OCCNC(=O)c2ccncc2)cc(OC)c1OC
    0.38	0.29	.
3: CN1C(=S)SC(N(O)C(=O)Nc2cccc3ccccc23)C1(C)C (configuration not stated)
    0.32	-0.16	-5.3
4: Cc1ccc(-c2noc(CCCc3ccccc3)n2)cc1
    -0.24	-0.53	-62.9
5: Cc1ccc(Nc2nnc(SCc3cc(=O)n4ccsc4n3)s2)c(C)c1
    -0.26	1.84	-27.3
6: COc1ccc(/C(N)=N/OC(=O)c2ccc3c(c2)OCO3)cc1OC
    -2.28	-1.66	.
7: CNC(=O)/C(=C\c1cccc(Oc2ccccc2)c1)NC(=O)c1ccccc1
    -0.16	-0.51	-23.8
8: Brc1ccccc1-c1nnc2sc(-c3ccc4c(c3)OCCO4)nn12
    -2.01	-0.76	24.3
9: Cc1cccc(N2CCN(C(=O)CN(C)S(=O)(=O)c3ccc4c(c3)CCC(=O)N4)CC2)c1C
    0.1	-0.4	.
10: Cc1cc(OCCOCCN(C)C)ccc1Cl
    0.63	0.33	-24.1
11: CCOC(=O)/C(=C\C=C1/Sc2cc(OCC)c(OCC)cc2N1CC)C(C)=O
    -0.72	-0.34	-244.8
12: CCOC(=O)C(C(=O)OCC)C(C)C#CCN1CCCCC1 (configuration not stated)
    0.86	0.8	21.1
13: O=C1OCCN1C(=O)[C@H]1[C@H](c2ccc(F)cc2)C(c2ccc(F)cc2)=NN1c1ccc(Br)cc1
    -1.18	-0.43	-18.2
14: N#CC1=C(N)Nc2nc3ccccc3n2C1c1ccc(F)cc1 (configuration not stated)
    -0.22	-0.15	.
15: O=C(O)CNC(=O)c1ccc(Sc2ccccc2)c([N+](=O)[O-])c1
    .	.	-40.0

The listing continues.
Values run as follows: SDO1 yeast rescue	SDO1 yeast rescue Rescue 24 h	INS promoter inh
16: COc1ccc(-c2csc(NC(=O)C3CC(=O)N(Cc4ccco4)C3)n2)cc1 (configuration not stated)
    .	.	41.7
17: COc1ccc(C(NC(=O)c2ccco2)c2ccc(OC)c(OC)c2)cc1OC
    -0.82	-0.17	.
18: Cc1ccc(C(=O)Nc2c(-c3cccs3)c(=O)c3ccccc3n2C)cc1
    0.22	-0.23	-25.0
19: COC(=O)c1ccc(C2C3=C(Nc4nnnn42)c2ccccc2OC3)cc1 (configuration not stated)
    -0.42	-0.31	-15.4
20: CC1(C)OC(C)(C)/C(=C/Nc2ccc(O)cc2)C1=O
    0.57	-0.68	19.4
21: CCCn1c(SCC(=O)NC2CCCCC2)nnc1-c1ccncc1
    0.67	0.43	-25.0
22: CC(C)(C)c1ccc(OCC(=O)N/N=C/c2cc(Br)ccc2OC(=O)c2ccco2)cc1
    -1.57	-1.36	.
23: O=C(CSc1nnnn1Cc1ccccc1)c1ccccc1
    -1.28	-0.83	.
24: COc1ccc(NC(=O)CSc2ccc(F)cc2)cc1S(=O)(=O)N1CCCCC1
    1.49	1.31	-38.5
25: COc1cc(CC(=O)NCc2cccs2)cc(OC)c1OC
    0.75	0.66	26.7
26: CCOc1ccccc1NC(=O)COC(=O)Cc1ccc(-c2ccccc2)cc1
    0.47	0.53	.
27: Cc1ccc(C(C(=O)NC2CCCC2)N(Cc2ccco2)C(=O)CCC(=O)Nc2ccccn2)cc1 (configuration not stated)
    -0.99	-1.05	-71.0
28: O=C1CC(N2CCN(Cc3ccccc3)CC2)C(=O)N1c1ccc2c(c1)OCCO2 (configuration not stated)
    1.68	0.47	-31.0
29: CC1Cc2ccccc2N1S(=O)(=O)c1cccc(C(=O)NCCCO)c1 (configuration not stated)
    0.61	-0.91	.
30: COc1ccc(C(=O)NNS(=O)(=O)c2ccccc2)cc1
    1.61	1.14	.

Next section:
Values run as follows: SDO1 yeast rescue	SDO1 yeast rescue Rescue 24 h	INS promoter inh
31: CCn1c(CNc2ccc(F)cc2)nnc1SCC(=O)Nc1ccc(OC)cc1
    0.13	-0.22	-300.0
32: O=C(OCc1nnc(-c2ccccc2)o1)c1ccco1
    0.2	-0.14	-42.9
33: Cc1nc(CC(=O)NNS(=O)(=O)c2ccc3ccccc3c2)cs1
    0.09	-0.35	-11.1
34: COCCCn1c(SCc2ccc(OC)cc2)nc2cc(OC)c(OC)cc2c1=N
    0.2	0.8	-7.1
35: COc1ccc2c(c1)O/C(=C\c1sccc1C)C2=O
    -1.42	-1.83	-26.5
36: C/C(Cl)=C\CSc1nnc2n(N)c(=O)c3ccccc3n12
    0.19	-0.03	-30.3
37: CCOC(=O)C1CCN(S(=O)(=O)c2cccc3nonc23)CC1
    -0.54	-0.59	.
38: CCOC(=O)C1=C(CSCC(=O)OC)NC(=O)NC1c1cc(C)ccc1C (configuration not stated)
    -0.48	0.25	-43.7
39: O=C(CCOc1ccccc1)OCC(=O)c1cc2ccccc2o1
    -0.65	-0.22	.
40: Cn1c(Oc2ccc(Cl)c3cccnc23)nc2c1c(=O)n(Cc1ccccc1Cl)c(=O)n2C
    -0.32	0.18	24.1
41: CCNc1nc(Oc2ccc(=O)n(-c3ccccc3)n2)nc(N(C)C)n1
    1.27	1.01	-7.7
42: COc1cccc(-n2nc(C(=O)N3CC(C)CC(C)C3)c3ccccc3c2=O)c1 (configuration not stated)
    -1.68	-1.84	.
43: COc1ccc2nc(NNC(=O)C3COc4ccccc4O3)sc2c1 (configuration not stated)
    -0.39	-1.16	56.1
44: COc1ccc2nc(NC(=O)CN(c3ccc(C)cc3)S(=O)(=O)c3c(C)nn(C)c3C)sc2c1
    -0.82	-0.24	.
45: CC(C)(C)NC(=O)CSCc1c(Cl)cccc1Cl
    -0.6	-1.09	7.7

2 neighbouring records out of the list so far:
Values run as follows: SDO1 yeast rescue	SDO1 yeast rescue Rescue 24 h	INS promoter inh
44: COc1ccc2nc(NC(=O)CN(c3ccc(C)cc3)S(=O)(=O)c3c(C)nn(C)c3C)sc2c1
    -0.82	-0.24	.
45: CC(C)(C)NC(=O)CSCc1c(Cl)cccc1Cl
    -0.6	-1.09	7.7

Further structures.
Values run as follows: SDO1 yeast rescue	SDO1 yeast rescue Rescue 24 h	INS promoter inh
46: O=C(NCC1CCCO1)C(c1cccs1)N(Cc1ccccc1)C(=O)c1ccc(-c2ccccc2)[nH]1 (configuration not stated)
    -0.64	-0.33	-7.1
47: Cc1ccc(Nc2nc(C)c(CCC(C)C)c(=O)[nH]2)cc1
    -1.93	-1.09	-85.7
48: Cc1ccc(Cc2cnc(N)s2)o1
    0.43	-0.18	12.5
49: COc1cc(-c2nc(-c3ccccc3)c(-c3cccs3)[nH]2)cc(OC)c1OC
    0.1	0.69	.
50: CNC(=O)C1=C(C)NC(=S)NC1c1cc2c(cc1OC)CCCC2 (configuration not stated)
    -0.56	-1.88	9.4
51: O=C(c1ccc(Cl)c(S(=O)(=O)N2CCCC2)c1)N1CCN(c2ccccn2)CC1
    -0.3	-0.82	-13.5
52: COc1ccc(NC(=O)CCCCCN2C(=O)CCC2=O)cc1Cl
    -0.01	-1.58	35.7
53: CCCCOC(=O)c1ccc(NC(=O)CSc2nnnn2C)cc1
    .	.	-7.3
54: COc1ccc(NC(=O)c2ccc(OC(=S)N(C)c3ccc(OC)cc3)cc2)cc1
    -0.33	1.12	.
55: O=C(Nc1ccc(F)c(F)c1)c1cccnc1
    1.43	3.06	-3.0
56: CC(C)Cn1cc(C(=O)N2CCN(c3ccccn3)CC2)c2c3ccccc3n(C)c2c1=O
    0.06	0.74	.
57: Cc1cc(C)c(C)c(OC(=O)c2sc(Cl)nc2C)c1
    -0.79	-0.73	50.0
58: CS(=O)(=O)n1nc(-c2ccccc2)nc1NCc1ccco1
    -0.34	-1.1	26.7
59: COc1cc(C(=O)N(C)c2nnc(-c3cccnc3)s2)cc(OC)c1OC
    -0.88	-0.98	-56.2
60: Cc1cc(NCCCO)n2c(nc3ccccc32)c1C#N
    -0.86	-0.93	-35.7

Shown screen by screen: three of the compounds above.
52. COc1ccc(NC(=O)CCCCCN2C(=O)CCC2=O)cc1Cl
53. CCCCOC(=O)c1ccc(NC(=O)CSc2nnnn2C)cc1
54. COc1ccc(NC(=O)c2ccc(OC(=S)N(C)c3ccc(OC)cc3)cc2)cc1
assay / entry	52	53	54
SDO1 yeast rescue	-0.01	.	-0.33
SDO1 yeast rescue Rescue 24 h	-1.58	.	1.12
INS promoter inh	35.7	-7.3	.

The list continues:
Values run as follows: SDO1 yeast rescue	SDO1 yeast rescue Rescue 24 h	INS promoter inh
61: Cc1c(NC(=O)C2CCCN2S(=O)(=O)c2ccc(Cl)cc2)c(=O)n(-c2ccccc2)n1C (configuration not stated)
    1.15	-0.33	21.4
62: Cc1cc(C(=O)Nc2sc(C)c(-c3ccc(F)cc3)c2C(N)=O)no1
    0.36	0.89	.
63: Cc1c(C(=O)N/N=C/c2cccs2)nc2ccccn12
    0.49	-0.2	.
64: COc1ccc(O)c(/C=N/NC(=O)c2ccc(OCc3cccc(Br)c3)cc2)c1
    0.27	-0.29	.
65: COc1ccc2[nH]c(C)c(CCN3C(=O)C4C5C=CC(C5)C4C3=O)c2c1 (configuration not stated)
    0.24	0.35	.
66: C/C=C/c1ccc(OC(C)=O)c(OC)c1
    0.35	0.41	-19.1
67: Cc1ccc2c(c1)-c1c(cnn1CC(=O)Nc1ccccc1N1CCN(C)CC1)CO2
    0.46	-0.14	.
68: C=CCN(CC=C)S(=O)(=O)c1ccc(C(=O)Nc2nnc(CSC)o2)cc1
    .	.	-5.6
69: O=C(CCCn1c(SCC(=O)c2ccc(F)cc2)nc2ccccc2c1=O)NCc1ccccc1
    -0.22	1.63	-44.4
70: CCCc1cc(-c2n[nH]c(=S)n2-c2cccc(C)c2)cs1
    .	.	11.8
71: COc1cccc(-c2nn(C)c3sc(C(=O)Nc4ccc5c(c4)OCCO5)cc23)c1
    -0.56	0.09	.
72: COc1cc2c(cc1NC(=O)CSc1nnc(Cc3cccs3)n1C)oc1ccccc12
    -2.05	-1.31	12.5
73: Cc1nn(C)c(C(=O)Nc2cccc(CN3CCOCC3)c2)c1Br
    0.31	-0.47	-21.9
74: COc1ccc(/C=C/c2nc(C)c(-c3ccccc3)c(=O)[nH]2)cc1OC
    0.09	-0.34	.
75: CN1CCN(c2ccc(NC(=O)c3ccc4c(c3)[nH]c(=O)n4Cc3ccc(F)cc3)cc2)CC1
    0.82	1.21	.

The list continues:
Values run as follows: SDO1 yeast rescue	SDO1 yeast rescue Rescue 24 h	INS promoter inh
76: CC(C)OP(=O)(OC(C)C)C1(O)C(=O)Nc2ccccc21 (configuration not stated)
    0.71	0.32	-13.3
77: CCCn1c(SC2C(=O)CC(C)(C)CC2=O)nc2c1c(=O)n(C)c(=O)n2C
    -0.56	-0.43	-12.5
78: CCOc1ccc(OCC)c(NC(=O)CCCN2C(=O)c3cccnc3C2=O)c1
    0.4	-0.16	-37.9
79: O=C(Nc1ccccc1)N1CCCC(c2nc(-c3cccs3)no2)C1 (configuration not stated)
    -0.22	-0.15	.
80: O=C(Nc1ccc2c(c1)OCO2)c1noc2c1CCCCC2
    0.14	-0.1	6.7
81: CC(C)CC(=O)NCCc1ccncc1
    3.76	2.57	-65.5
82: Cc1ccc(Nc2nnc(SCC(=O)NC3CCCc4ccccc43)s2)cc1 (configuration not stated)
    -1.75	-1.67	.
83: Cc1ccc(NC(=O)c2ccc(OC(=O)c3cc4ccccc4o3)cc2)cc1
    0.17	0.39	-29.6
84: COc1ccc(/C=N/NC(=O)c2cccc(OC(F)(F)C(F)F)c2)c(OC)c1OC
    0.12	0.17	23.3
85: O=C(c1cccc(N2CCCC2=O)c1)N1CCOCC1
    -0.2	-0.82	13.5
86: O=c1[nH]c2cc3c(cc2cc1C(c1nnnn1C1CCCCC1)N1CCSCC1)OCCO3 (configuration not stated)
    -0.91	-0.71	50.0
87: O=C1Nc2ccc(Cl)cc2C12Nc1ccccc1-c1nnc(SCc3ccccc3F)nc1O2 (configuration not stated)
    0.06	0.12	13.3
88: O=C(N/N=C/c1ccco1)c1ccn[nH]1
    .	.	-7.7
89: CCOC(=O)Cn1c(=NC(=O)c2sc3ccccc3c2Cl)sc2cc(S(N)(=O)=O)ccc21
    1.62	2.02	-48.0
90: CC(=O)N(CCC(c1ccccc1)c1ccco1)Cc1cccs1 (configuration not stated)
    -1.2	-1.22	-32.6

(listing goes on)
Values run as follows: SDO1 yeast rescue	SDO1 yeast rescue Rescue 24 h	INS promoter inh
91: CCNc1nc(SCCOc2ccccc2)nc(N(C)C)n1
    -0.39	-0.64	18.2
92: COc1ccc(S(=O)(=O)NCc2ccc3c(c2)cc(C)n3C)cc1
    -0.51	-0.88	.
93: COCCNCc1ccccc1
    -1.17	-1.21	-34.3
94: O=C(c1ccco1)N1CCN(c2nc(C(F)(F)F)nc3c2nnn3Cc2ccccc2)CC1
    -0.88	-0.73	-13.9
95: CC1(C)CC(=O)N(CC(=O)O)c2ccccc2S1
    -0.24	-0.35	.
96: COc1ccc(OC)c(C(=O)Cn2nnc3ccccc3c2=O)c1
    0.86	1.17	.
97: Cc1c(C(=O)N2CCc3ccccc3C2)oc2ccc(S(=O)(=O)N3CCCCCC3)cc12
    -1.25	-0.48	-18.5
98: C=CCOC(=O)C1=C(C)NC2(O)c3ccccc3C(=O)C12O (configuration not stated)
    0.39	-0.26	.

An excerpt from above, reduced to SDO1 yeast rescue:
# | Compound | SDO1 yeast rescue
93 | COCCNCc1ccccc1 | -1.17
94 | O=C(c1ccco1)N1CCN(c2nc(C(F)(F)F)nc3c2nnn3Cc2ccccc2)CC1 | -0.88
95 | CC1(C)CC(=O)N(CC(=O)O)c2ccccc2S1 | -0.24
96 | COc1ccc(OC)c(C(=O)Cn2nnc3ccccc3c2=O)c1 | 0.86
